ERG-DNA inh: blocks human ERG Ets domain binding to DNA; Potency, µM (series often up to 76.9 µM), inactives show at the top dose FP activity, negative = inhibition, hits mostly inhibitors; actives 0.028% (n = 370,000); AID 624246; P11308; fluorescence polarization, His-ERG Ets domain / labelled DNA; active = well fitted inhibition curve with a large enough effect in the polarisation, with a control signal flat; inconclusive = small, poorly fitted or top-dose-only effect, or effect the other way, or a change in a side signal; inactive = no such curve, though single readings can be large or run the other way; the % refers to the polarisation;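 note: polarization taken with two DNA probes labelled with fluorescein and Texas red; potency is the fitted concentration of half-maximal effect; % of control where 0% means no effect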
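His-tagged ERG Ets domain (1 uM in the protein solution; 300mM KCl, 50mM Tris-HCl, 1mM EDTA, 1mM DTT, pH 7.5) received compound, then a probe mix of 5 nM fluorescein-DNA and 100nM Texas-615-DNA. Fluorescence polarization was read for both dyes.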
Pin1 inhibitor: blocks the human prolyl isomerase Pin1; actives 0.009% (n = 390,000); Potency, µM (top dose mostly 115 µM), inactives show top-dose activity, negative = inhibition, actives largely listed as inhibitors; Pin1 FP peptide displacement, HiFluor488, 10 min; active = well fitted inhibition curve with a large enough effect in the polarisation, with a control signal flat, not every such curve was filed as active; inconclusive = small, poorly fitted or top-dose-only effect, or effect the other way, or a change in a side signal; inactive = no such curve, though single readings can be large or run the other way; the % refers to the polarisation; note: potency is the fitted concentration of half-maximal effect; % is set by controls: 0 for no effect and ±100 for the full control effect
Target sequence (Q13526 whole entry, looked up): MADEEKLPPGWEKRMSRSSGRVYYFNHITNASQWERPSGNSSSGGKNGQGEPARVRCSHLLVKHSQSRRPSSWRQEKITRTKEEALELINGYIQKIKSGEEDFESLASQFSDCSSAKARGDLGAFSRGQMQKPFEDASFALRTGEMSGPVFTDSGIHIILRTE
JMJD2A Tudor inh: JMJD2A Tudor domain (human) inhibition; Potency, µM (series often up to 114 µM), for inactives: top-dose activity change, negative = inhibition, hits mostly inhibitors; O75164; actives 4.4% (n = 390,000); AlphaScreen JMJD2A-Tudor / H3K4me3 peptide binding; AID 504339; note: potency is the fitted concentration of half-maximal effect; % is set by controls: 0 for no effect and ±100 for the full control effect; nearly all actives have a fitted effect of over 50% in size
HP1b chromo inh: blocks HP1-beta chromodomain binding to methylated histone tails | Potency, µM (doses to about 114 µM), for inactives: top-dose activity change, negative = inhibition, hits mostly inhibitors | actives 0.56% (n = 390,000) | AID 540317 | P83916 | AlphaScreen HP1-beta / biotin-H3K9me3 peptide binding; note: potency is the fitted concentration of half-maximal effect; nearly all actives have a fitted effect of over 70% in size; inactives centre near 23
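AlphaScreen: HP1-beta (50 nM) preformed 30 min with biotin-H3(1-18)K9me3 peptide (50 nM) in PBS pH 7.4, 0.01% Tween-20. Compound added for 30 min at RT, then streptavidin donor/nickel chelate acceptor beads (10 ug/mL) for 30 min.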
BAZ2B block: BAZ2B (human) inhibition; actives 4.4% (n = 360,000); Potency, µM (top dose mostly 114 µM), without a hit: at the highest dose activity change, negative = inhibition, hits mostly inhibitors; AID 504333; Q9UIF8; AlphaScreen BAZ2B-H3K14Ac peptide displacement; note: potency is the fitted concentration of half-maximal effect; % is set by controls: 0 for no effect and ±100 for the full control effect; nearly all actives have a fitted effect of over 60% in size
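Complex of BAZ2B and biotin-H3K14Ac (50 nM apiece) forms over 30 min at RT, then faces library compounds up to 110 uM for another 30 min; AlphaScreen beads added, 20 min dark incubation, luminescence read.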
Tb PGK inh: T. brucei PGK inhibition. P07378. PGK/GAPDH coupled, Kinase-Glo luminescence, 60 min. Potency, µM (highest dose often 57.5 µM), for inactives: top-dose activity change, negative = inhibition, hits mostly inhibitors. actives 0.043% (n = 380,000). AID 602233; note: potency is the fitted concentration of half-maximal effect; % is set by controls: 0 for no effect and ±100 for the full control effect; nearly all actives have a fitted effect of over 60% in size
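Recombinant glycosomal PGK reaction used 1,3-bisphosphoglycerate generated in-well by GAPDH (100nM final) in 100mM TEA pH 7.6, 5mM MgCl2, 0.01% Tween-20. After 60 minutes at room temperature, ATP was read by Kinase-Glo Plus luminescence end-point.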
PI4K2A block: PI4K2A (human) kinase inhibition; Q9BTU6; purified PI4K2A, ADP-Glo luminescence, 1 h; active compounds read low; activity change, negative = inhibition, % at 76.9 µM; actives 0.13% (n = 420,000); in the data active = activity change below about -50%; inconclusive = mostly about -30% to -49%;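 note: -100% = wells without enzyme as full effect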
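ADP-Glo luminescence measured ADP generated by PI4K2A enzyme (4 ug/mL before mixing) with 1.2 mM PI substrate (pre-mix) and 300 microM ATP (pre-mix). Tris pH7.5 buffer with MgCl2, Triton X-100; 1 h reaction at ambient temperature.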
G9a inh: inhibitors of human histone lysine methyltransferase G9a | Q96KQ7 | G9a H3K9 monomethylation, AlphaScreen, 2 h | Potency, µM (titrated, usually from 102 µM), inactives show at the top dose activity, negative = inhibition, most hits filed as inhibitors | actives 8.8% (n = 350,000); note: potency is the fitted concentration of half-maximal effect; % is set by controls: 0 for no effect and ±100 for the full control effect; nearly all actives have a fitted effect of over 75% in size
Target sequence (Q96KQ7 913-1193 limits assumed): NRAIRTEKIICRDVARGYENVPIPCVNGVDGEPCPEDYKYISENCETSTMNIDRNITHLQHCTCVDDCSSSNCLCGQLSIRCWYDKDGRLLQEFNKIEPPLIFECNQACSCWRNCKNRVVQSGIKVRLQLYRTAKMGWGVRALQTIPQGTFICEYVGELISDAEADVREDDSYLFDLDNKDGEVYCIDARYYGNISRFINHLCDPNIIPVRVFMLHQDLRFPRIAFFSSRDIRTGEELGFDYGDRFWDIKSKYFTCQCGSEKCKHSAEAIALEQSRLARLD
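Enzyme 20 nM + cpd, 15 min RT; add b-H3K9 pep 500 nM / SAM 20 uM; 2 h RT; anti-H3K9me1 Ab 0.5 ug/mL + SA donor / anti-rabbit acceptor beads 20 ug/mL each, 10 min; AlphaScreen read.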
GLS inhibitor: blocks human kidney-isoform glutaminase activity; actives 0.21% (n = 410,000); O94925; GLS enzymatic activity, qHTS titration; Potency, µM (doses to about 45.5 µM), without a hit: at the top dose activity change, negative = inhibition, most hits filed as inhibitors; note: potency is the fitted concentration of half-maximal effect; % is set by controls: 0 for no effect and ±100 for the full control effect
Target sequence (O94925 whole entry, looked up, canonical isoform): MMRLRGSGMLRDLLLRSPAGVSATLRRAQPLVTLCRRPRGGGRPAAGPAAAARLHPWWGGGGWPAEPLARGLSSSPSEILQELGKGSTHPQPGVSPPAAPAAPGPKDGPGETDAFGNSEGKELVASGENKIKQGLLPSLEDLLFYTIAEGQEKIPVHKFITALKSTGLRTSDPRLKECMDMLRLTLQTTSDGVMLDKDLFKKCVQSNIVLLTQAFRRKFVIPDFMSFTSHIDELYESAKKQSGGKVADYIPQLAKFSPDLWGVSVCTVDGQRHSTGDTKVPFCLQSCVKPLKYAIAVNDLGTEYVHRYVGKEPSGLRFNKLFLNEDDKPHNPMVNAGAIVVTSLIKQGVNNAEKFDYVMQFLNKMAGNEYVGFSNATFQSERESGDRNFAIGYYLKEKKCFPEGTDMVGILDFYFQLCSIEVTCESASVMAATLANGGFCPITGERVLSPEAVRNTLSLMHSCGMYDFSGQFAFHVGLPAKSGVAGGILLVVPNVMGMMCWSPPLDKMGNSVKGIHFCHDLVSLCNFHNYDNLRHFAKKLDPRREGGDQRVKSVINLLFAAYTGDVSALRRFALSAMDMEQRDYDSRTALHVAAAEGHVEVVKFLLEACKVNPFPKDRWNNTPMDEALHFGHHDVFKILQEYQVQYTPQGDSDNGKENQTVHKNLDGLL
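Assay buffer: 45 mM KH2PO4 pH 8.2, 0.02% Tween-20. hKGA acts on L-glutamine (1 mM solution added); product glutamate is reported by an oxidase/peroxidase Amplex Red coupling, with fluorescence taken at baseline and 30 min.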
Active calls of the source: *; i = inactive; u = inconclusive; x = no result given; & = joins results of further samples; [ ] = dose if it differs, or a comment. Unless noted, calls come from the whole dose curve; as a rule, active = well fitted curve in the direction sought with a large enough effect; inconclusive = small, poorly fitted or top-dose-only effect, or another doubt; inactive = no such curve, though single readings can be large; an effect the other way counts as inactive or inconclusive.

Order of results: ERG-DNA inh | Pin1 inhibitor | JMJD2A Tudor inh | HP1b chromo inh | BAZ2B block | Tb PGK inh | PI4K2A block | G9a inh | GLS inhibitor
OC(c1ccccc1)c1nccn1Cc1ccccc1 (stereo unspecified)
→ 0% | -4% | -14% | 15% | 6% | 4% | 1 | 5%[59 µM] | 7%
COc1ccc(N(CC(=O)Nc2ccc(OC)cc2OC)S(=O)(=O)c2ccccc2)cc1
→ 3% | -1% | -15% | 19% | -5% | -4% | -2 | x | -4%
COc1ccc(CCNC(=O)CSc2nc(C)nc3sccc23)cc1OC
→ -17% | 8% | -11% | 31% | -2% | -5% | -3 | -5%[12.7 µM] | -7%
CCc1cccc(C)c1NC(=O)COC(=O)CSCc1ccccc1
→ 9% | -9% | 8% | 58%[activator] | x | -8% | 2 | x | -4%
Cc1ccc(C(=O)N(Cc2ccco2)Cc2ccco2)cc1
→ -1% | -2% | -29% | 13% | u | -5% | -1 | u | 2%
CCc1ccc(CN(C)CC(=O)Nc2sccc2C#N)cc1
→ -8% | 1% | 11% | 82%[activator] | 28% | i | -5 | 34%[59 µM] | 10%
COc1ccc(NC(=O)c2c(Cl)cnn2C)c(C)c1
→ 0% | -10% | 5% | 43%[activator] | 25% | -5% | 2 | -4% | 0%
COc1cc(C=O)cc(OC)c1OS(=O)(=O)c1ccc(NC(C)=O)cc1
→ -4% | 1% | -4% | 22% | 0% | -9% | -1 | x | 18%
CCC(CC)C(=O)Nc1ccc2nc(SCc3ccccc3)sc2c1
→ 5% | 27% | 11% | 47%[activator] | 1% | i | -1 | -3%[59 µM] | 0%
CC(NC(=O)COC(=O)Cn1cc(C(F)(F)F)ccc1=O)c1ccccc1 (stereo unspecified)
→ 2% | 17% | 4% | 46%[activator] | x | 6% | -17 | x | -1%
O=[N+]([O-])c1ccccc1S(=O)(=O)Nc1nc2ccccc2s1
→ 5% | -6% | -20% | 7% | -18% | -10% | 1 | u | 1%
CCOC(=O)c1c(N2C(=O)Nc3ccccc3N2O)sc2c1CCCCC2
→ 1% | 5% | -6% | 22% | -5% | 0% | -2 | 9%[59 µM] | 0%
O=C(c1ccncc1)N(Cc1ccco1)Cc1cc2ccccc2[nH]c1=O
→ -3% | -2% | -23% | 8% | -4% | 2% | 2 | -31% | 2%
COC(=O)CCC(=O)Nc1ccc(C)cc1OC(=O)CCC(=O)OC
→ 1% | -1% | 0% | 10% | -3% | 2% | 0 | -17%[12.7 µM] | -3%
COc1ccc(N(CC(=O)NCc2ccco2)S(=O)(=O)c2ccc(C)cc2)cc1
→ u | -17% | -27% | 25% | u | -8% | 2 | u | 16%
Cc1ccc(-c2cc(C(=O)NCc3ccc4c(c3)OCO4)[nH]n2)c(O)c1C
→ -8% | -2% | -5% | 37% | -3% | -14% | 2 | -6% | -4%
COc1ccccc1-c1c(C)oc2c(CN3CCCCC3C)c(O)ccc2c1=O (stereo unspecified)
→ 5% | 4% | 1% | 21% | 5% | 1% | 3 | -11%[2.33 µM] | -14%
Cc1ccc(-c2nnn(CC(=O)N(Cc3cccs3)C(C(=O)NC(C)(C)C)c3ccc(C)o3)n2)o1 (stereo unspecified)
→ 1% | 11% | -7% | 20% | -3% | 5% | 4 | u | 12%
CCCCOC(=O)C1=C(C)Nc2ncnn2C1c1cc(OC)c(OC)cc1OC (stereo unspecified)
→ 2% | 1% | -22% | 1% | 0% | -3% | 2 | -38% | 20%
CC(C)CN(C(=O)c1cccc(Cl)c1)c1c(N)n(Cc2ccccc2)c(=O)[nH]c1=O
→ 2% | 4% | -11% | 27% | -4% | i | -4 | 1%[12.7 µM] | 1%
O=C(Nc1cccc(Cl)c1)NC1CCS(=O)(=O)C1 (stereo unspecified)
→ -1% | -2% | -6% | 12% | 4% | -7% | 1 | 11% | 3%
N#Cc1ccc(-c2nc3ccccc3c(=O)n2O)cc1
→ -7% | -8% | -11% | 70%[activator] | u | x | 3 | 30%[0.501 µM] | -8%
COc1ccc(CNC(=O)CSc2nc(C)cs2)cc1
→ 3% | 0% | -8%[11.4 µM] | 44%[activator] | -11% | 7% | 0 | 6% | 0%
c1ccc2c(Nc3nc(-c4ccncc4)nc4ccccc34)cccc2c1
→ 1% | 9% | -10% | 24% | -33% | 1% | -4 | -8% | 3%
CCOC(=O)C1CCCN(C(=O)c2ccc(C)c(S(=O)(=O)N3CCCCC3)c2)C1 (stereo unspecified)
→ 8% | 4% | -8% | 31% | 3% | 2% | -3 | 38%[12.7 µM] | -1%
O=S1(=O)CC(O)C(NCCO)C1 (stereo unspecified)
→ -9% | -2% | 4% | 52%[activator] | -24% | -2% | 2 | 2% | 17%
CCN(CC)C(C(=O)Nc1ccc(C(C)C)cc1)c1ccc2c(c1)OCO2 (stereo unspecified)
→ -7% | -7% | -13% | 46%[activator] | 4% | -7% | -4 | 3% | 6%
CC(C)C[C@H](NC(=O)c1nc[nH]c1C(=O)NCC(=O)OCc1ccccc1)C(=O)OC(C)(C)C
→ -6% | u | -29% | 28% | 3% | i | 0 | 4% | 5%
CC(=O)c1ccc(NC(=S)NC(=O)/C=C/c2ccc(F)cc2)cc1
→ 1% | 2% | -21% | -9% | -4% | -1% | -1 | -26%[2.33 µM] | 7%
COc1ccc(Cl)cc1NC(=O)c1cc2nc(-c3ccc4c(c3)OCO4)cc(C(F)(F)F)n2n1
→ -2% | 0% | -6% | 17% | -12% | -3% | -1 | -6%[59 µM] | 3%
COc1ccc(S(=O)(=O)N2CCC(C(=O)NCCCc3ccccc3)CC2)cc1
→ -5% | 3% | -16% | 34% | -1% | 1% | 2 | x | -8%
CCC(=O)Nc1nc2ccc(NC(=O)c3cc(OC)c(OC)c(OC)c3)cc2s1
→ -11% | 5% | -11% | 9% | 0% | -3% | -3 | 10% | -8%
COCCNC(=S)N(CCc1c(C)[nH]c2ccc(C)cc12)Cc1cccnc1
→ -6% | -6% | u | -6% | u | 0% | -2 | 71µM* | -10%
COC(=O)C[n+]1cccc2ccccc21
→ -1% | u | -12% | 25% | x | -7% | 3 | u | 4%
Cc1ccnc(NC(=O)c2ccc(S(=O)(=O)N3CCCCC3)cc2)c1
→ -4% | -1% | 0% | 27% | 10% | -1% | 0 | -4%[12.7 µM] | 6%
Cc1ccc(NC(=O)CSCC(=O)Nc2ccc(N3CCOCC3)cc2N2CCOCC2)cc1
→ 4% | 0% | -19% | 7% | 9% | -2% | 5 | 50µM* | 2%
CCN(C[C@H]1N[C@@](Cc2ccccc2)(C(=O)OC)[C@H]2C(=O)N(Cc3ccccc3)C(=O)[C@@H]12)S(=O)(=O)c1ccc(-c2ccccc2)cc1
→ -8% | -3% | -8% | 26% | x | 0% | -1 | x | -2%
Cc1ccc(-n2c(C)nnc2SCC(=O)NC2CC2)cc1
→ 2% | -9% | -14% | 17% | 19% | -10% | -3 | x | 3%
Clc1ccc(-c2nnc3c4ccccc4nc(N4CCOCC4)n23)cc1Cl
→ -4% | 2% | -26% | 16% | -11% | i | 1 | x | 12%
CCOC(=O)Cc1csc(NC(=O)c2ccoc2C)n1
→ 3% | -1% | -35% | 25% | -19% | -17% | -50* | u | 3%
COc1ccc(C2SCCN2S(=O)(=O)c2ccccc2)cc1OC (stereo unspecified)
→ -2% | 10% | 8% | 42%[activator] | -1% | -3% | -4 | 4%[59 µM] | 3%
Cc1cnc(CNC(=O)C2CCC(=O)N(CCc3cccc(F)c3)C2)[nH]1 (stereo unspecified)
→ 0% | -3% | -19% | 16% | -9% | -2% | 0 | 10%[0.0925 µM] | 4%
CCCC(=O)Nc1ccc2oc(-c3ccc(OC)c(Br)c3)nc2c1
→ 3% | -8% | -19% | 10% | x | -5% | -1 | u | -12%
COc1ccc(C(CC(=O)O)NS(=O)(=O)c2ccc(C)cc2)cc1 (stereo unspecified)
→ -5% | -5% | -11% | 29% | 29% | -4% | 3 | -18% | 2%
COC(=O)CCN(C(=O)C1CCN(S(=O)(=O)c2c(C)noc2/C=C/c2ccccc2F)CC1)c1ccccc1
→ 0% | -1% | -22% | 11%[57 µM] | -4% | i | -7 | 5%[59 µM] | 5%
COc1ccc(-c2cc(O)cc(O)c2)cc1
→ -2% | 3% | -32% | 4% | 2% | 3% | -6 | -35% | 19%
CC(C)NC(=O)CSc1nc2ccccc2nc1N1CCCCC1
→ -1% | -4% | -4% | 30% | 9% | 3% | 0 | -2%[59 µM] | 15%
CCCCc1ccc(-c2csc(/C(C#N)=C\c3ccc(C)o3)n2)cc1
→ 3% | u | -26% | 45% | -7% | -6% | 4 | 19%[2.33 µM] | -2%
Cc1cc(C)c(NC(=O)Cn2c(=O)c3cccn3c3ccccc32)c(C)c1
→ 12%&7% | 15%&10% | -10%&-22% | 30%&17% | -24%&-24% | -6%&9% | 0&-2 | -1% | -4%&4%
O=C(OCc1c(-c2ccccc2)ncc2ccccc12)c1ccc(Cl)cc1Cl
→ 2% | 8% | 1% | 44%[activator] | -4% | 2% | -1 | 3%[0.501 µM] | 0%
Cc1ccccc1NS(=O)(=O)c1ccc(C2CNC(=O)C2)cc1 (stereo unspecified)
→ -8% | -11% | -8% | 7% | 33% | -6% | 9 | 13%[59 µM] | 2%
CCN(c1cc(C)cc(C)c1)S(=O)(=O)c1nnc(NC(=O)C2CCCCC2)s1
→ 4% | 32%[activator] | -15% | 39%[activator] | -19% | i | 0 | u | -1%
CCN(CC)C(=O)CSc1nnc(COc2ccccc2)n1N
→ -3% | -12% | -8% | 8% | -2% | -6% | 0 | 7% | 8%

Bioassay records (PubChem BioAssay)
